# GAA inh – blocks human lysosomal alpha-glucosidase. P10253. purified human GAA, 4-MU-alpha-glucoside fluorescence. Potency, µM (highest dose often 76.9 µM), without a hit: top-dose activity change, negative = inhibition, hits mostly inhibitors. 200,000 tested, 0.005% active;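 note: plate controls were uninhibited enzyme wells for no effect and no-enzyme background for full effect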
#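 Endpoint fluorogenic read: 20 min room-temperature reaction of 4 nM human alpha-glucosidase with 400 uM 4-methylumbelliferyl-alpha-D-pyranoside, pH 5.0, quenched with 1M NaOH/1M glycine pH 10. AC50 from Hill modeling.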
# Tau fluor counter – counter-screen for tau fibril formation inhibitors; 280,000 tested, 0.93% active; tau K18 P301L Alexa594 fluorescence, heparin fibrillization; Potency, µM (series often up to 57.7 µM), for inactives: at the highest dose activity change, negative = decrease; note: % is set by controls: 0 for no effect and ±100 for the full control effect; nearly all actives have a fitted effect of over 55% in size
#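 Human K18 P301L tau (15 uM unlabeled plus 0.24 uM Alexa 594-labeled, final) in 100 mM sodium acetate pH 7 was mixed with compound and 20 uM heparin and incubated 6 hr at 37 C.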
# Tau FP inhib – inhibitors of human tau fibril formation | P10636 | K18 P301L tau heparin fibrillization, Alexa594 FP, 6 h | Potency, µM (titrated, usually from 57.7 µM), for the others: at the highest dose activity, negative = inhibition, usual class: inhibitors | 280,000 tested, 0.39% active | AID 1468; note: % is set by controls: 0 for no effect and ±100 for the full control effect; nearly all actives have a fitted effect of over 55% in size
# Target sequence (P10636 561-689 P618L limits assumed): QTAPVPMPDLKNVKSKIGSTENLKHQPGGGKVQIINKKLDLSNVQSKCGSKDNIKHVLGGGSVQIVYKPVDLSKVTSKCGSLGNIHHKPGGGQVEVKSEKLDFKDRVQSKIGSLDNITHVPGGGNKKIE
#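 Human K18 P301L fragment (15 uM unlabeled plus 0.24 uM Alexa 594-labeled) in 100 mM sodium acetate pH 7 with compound, aggregation induced by 20 uM heparin for 6 hr at 37 C. ThT (30 uM) added for 1 hr, then Alexa 594 FP read.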
# aGlu spleen mod – inhibitors or activators of human alpha-glucosidase in spleen homogenate. Potency, µM (series often up to 79.9 µM), for inactives: at the highest dose activity change, negative = inhibition, most hits filed as inhibitors. 240,000 tested, 0.006% active. AID 2112. human spleen homogenate, 4-MU-alpha-glucoside fluorescence. P10253;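 note: 0% = enzyme with vehicle and -100% = no enzyme basal signal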
#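 Compounds were titrated against alpha-glucosidase in spleen homogenate at pH 5.0, with 1 mM 4-methylumbelliferyl substrate for 40 min at 37 C. Reactions were quenched with pH 10 NaOH/glycine and fluorescence measured.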
# HTT cytoprotect – Huntington cell model cytoprotection by ATP luminescence; AID 1471; Potency, µM (series often up to 56.4 µM), for the others: cytoprotection (ATP increase), hits mostly activators; 230,000 tested, 0.14% active; PC12 HTT-Q103 induced, cytoprotection, ATP luminescence, 40 h;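 note: % of control where 0% means no effect; nearly all actives have a fitted effect of over 45% in size; toxic huntingtin expression switched on by the ecdysone agonist tebufenozide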
#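 Rat PC12, Q103 Htt exon1-GFP fusion, ecdysone promoter; tebufenozide inducer 100 nM final; compound titration; qHTS, 1500 cells/well; ATPlite luminescent read.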
# aGal spleen mod – alpha-galactosidase A (human) modulation | P06280 | human spleen homogenate, 4MU-alpha-Gal fluorescence, 40 min | Potency, µM (doses to about 80 µM), for inactives: at the top dose activity change, negative = inhibition, usual class: inhibitors | 240,000 tested, 0.008% active;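 note: 0% = enzyme with vehicle and -100% = no enzyme basal signal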
# Target sequence (P06280 32-429 limits assumed): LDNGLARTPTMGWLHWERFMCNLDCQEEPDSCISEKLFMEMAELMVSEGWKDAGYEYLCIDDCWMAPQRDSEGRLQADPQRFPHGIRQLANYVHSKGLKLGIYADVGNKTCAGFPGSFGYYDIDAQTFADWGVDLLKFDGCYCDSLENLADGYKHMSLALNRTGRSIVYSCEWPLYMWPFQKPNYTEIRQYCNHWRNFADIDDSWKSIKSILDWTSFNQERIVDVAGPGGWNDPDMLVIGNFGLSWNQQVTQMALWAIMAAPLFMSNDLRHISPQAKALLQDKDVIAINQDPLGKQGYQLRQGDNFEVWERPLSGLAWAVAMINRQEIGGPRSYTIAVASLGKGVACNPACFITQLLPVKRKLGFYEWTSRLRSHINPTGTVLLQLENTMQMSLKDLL
#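 Inhibition or activation of alpha-galactosidase in human spleen homogenate is scored by 4-MU fluorescence after 40 min at 37C, pH 5.0, with 1 mM substrate. AC50s come from concentration-response fitted to the Hill equation.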
# GAA glycogen mod – alters human alpha-glucosidase cleavage of glycogen | P10253 | recombinant GAA, glycogen substrate, Amplex Red glucose oxidase fluorescence | Potency, µM (series often up to 76.4 µM), without a hit: top-dose activity change, negative = inhibition, actives largely listed as inhibitors | 300,000 tested, 0.38% active | AID 2100;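 note: 0% = full enzyme reaction and -100% = no-enzyme basal signal; the screen sought inhibitors and activators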
#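 Recombinant enzyme (4 nM final) with compounds titrated up to 77 uM and bovine liver glycogen (30 ug) in citrate pH 5.0, 0.01% Tween-20, 37 C 40 min. Released glucose detected by Amplex Red/glucose oxidase (Ex 573/Em 610); AC50 from Hill fits.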
# Tau fibril ThT – tau fibrillization inhibition (ThT binding); Potency, µM (doses to about 57.4 µM), inactives show at the top dose activity, negative = inhibition, actives largely listed as inhibitors; AID 1460; recombinant tau K18 P301L (four-repeat tau fragment), heparin-induced fibrillization, ThT fluorescence; P10636; 270,000 tested, 2.1% active; note: % is set by controls: 0 for no effect and ±100 for the full control effect; nearly all actives have a fitted effect of over 55% in size
#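 K18 P301L tau (15 uM + 0.24 uM Alexa 594-tagged), heparin 20 uM, NaOAc pH 7, 6 h 37 C; ThT 30 uM, 1 h RT, ex 450/em 510 nm.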
# Numbers without * were called inactive; ? = inconclusive; nt = no result given; & = joins results of further samples; [ ] = another dose, or the depositor's remark. Calls come from the whole dose curve; as a rule, active = well fitted curve in the direction sought with a large enough effect; inconclusive = small, poorly fitted or top-dose-only effect, or another doubt; inactive = no such curve, though single readings can be large; an effect the other way counts as inactive or inconclusive. Potency is the fitted concentration of half-maximal effect.
SMILES,GAA inh,Tau fluor counter,Tau FP inhib,aGlu spleen mod,HTT cytoprotect,aGal spleen mod,GAA glycogen mod,Tau fibril ThT
O=P(CN1CCN(c2ccccc2)CC1)(N1CCCCC1)N1CCCCC1,-11%,6%,2%,2%,7%,0%,-17%,-13%
CN1C(C(=O)NCc2cccc(C(F)(F)F)c2)CC2Cn3c(nc4cc5ccccc5cc43)C21 (centres undefined),nt,-5%,0%,?,-13%[10 µM],-7%,4%,?
CC1CCCCN1CC(=O)c1ccc2cc[nH]c2c1 (centres undefined),-10%,-27%,2%,6%,-33%,4%,-27%,?
C[C@@H]1C2C[C@@]34COC(=O)C3=CC=C[C@H]4[C@@]13C[C@H](c1ccoc1)O[C@@H]3O2,-4%[15.4 µM],-3%,2%,-5%,nt,-2%,3%,2%
COC(=O)C(O)(c1ccc(NC(=O)c2cccs2)c(C)c1)C(F)(F)F (centres undefined),nt,-14%,1%,2%,1%[10 µM],2%,1%,-6%
CCCSc1nc(O)c(CC)c(=O)n1C(C)CC (centres undefined),2%,2%,-2%,-1%,9%,?,-4%,-6%
COc1ccc(Cl)cc1NC1=NCC(C)S1 (centres undefined),7%,-14%,-2%,-8%,-18%[0.074 µM],-3%,1%,-14%
CCCCC/C=C\C/C=C\C/C=C\C/C=C\CCCC(=O)NCCCl,nt,6%,-17%,-11%,-21%,-8%,nt,?
CC(=O)[O][Hg][c]1ccccc1,nt,?,?,-8%&-7%,-360%&-87%[inhibitor],2%&-17%,nt,?
S=c1[nH]nc(-c2cccs2)n1C1CCCCC1,nt,1%,1%,-3%,-4%[10 µM],-4%,?,5%
CN(C)CC1CSCCC1(O)c1ccc(Cl)cc1 (centres undefined),-2%,-5%,-4%,-1%,-1%[10 µM],0%,-4%,-2%
C[C@H](NC(=O)[C@@H](N)Cc1ccc(O)cc1)C(=O)NCC(=O)N(C)[C@@H](Cc1ccccc1)C(=O)NCCO,nt,-11%,-10%,-1%,-28%,-3%,nt,-2%

# Quoted at random: 2 compounds from above.
SMILES,GAA inh,Tau fluor counter,Tau FP inhib,aGlu spleen mod,HTT cytoprotect,aGal spleen mod,GAA glycogen mod,Tau fibril ThT
COc1ccc(Cl)cc1NC1=NCC(C)S1 (centres undefined),7%,-14%,-2%,-8%,-18%[0.074 µM],-3%,1%,-14%
CCCSc1nc(O)c(CC)c(=O)n1C(C)CC (centres undefined),2%,2%,-2%,-1%,9%,?,-4%,-6%

# (list continues)
SMILES,GAA inh,Tau fluor counter,Tau FP inhib,aGlu spleen mod,HTT cytoprotect,aGal spleen mod,GAA glycogen mod,Tau fibril ThT
Cc1cc(OC(=O)CCCNC(=O)OC(C)(C)C)c2c3c(c(=O)oc2c1)CCC3,4%,-12%,6%,-4%,-13%,1%,18%,-19%
O=C(CN1C(=O)CN=C(c2ccccc2)c2ccccc21)Nc1cccc(C(F)(F)F)c1,nt,?,-15%,nt,nt,nt,-18%[76.3 µM],6%
CCOc1ccc(-c2nc3ccc(-c4nc5ccc(N6CCN(C)CC6)cc5[nH]4)cc3[nH]2)cc1,nt,?,6%,-5%&20%,nt,?,nt,2.8µM*
Clc1cccc(C2NCCc3[nH]cnc32)c1 (centres undefined),4%,-3%,-11%,-4%,12%,2%,10%,-4%
O=C(O)[C@@H]1CCN1,nt,-18%,-6%,5%,nt,-5%,nt,-21%
O=C1NC(=O)N(Cc2ccccc2)C(=O)/C1=C/N1CCCc2ccccc21,-2%,-24%,?,-6%,24%[10 µM],1%,?,10µM*
Cc1ccc(C2=NC(C)(C)N3C2C3c2ccc([N+](=O)[O-])cc2)cc1 (centres undefined),4%,-4%,0%,9%,23%[10 µM],1%,0%,-3%

# Nine compounds out of the list, sorted by length of the SMILES, largest number first.
SMILES,GAA inh,Tau fluor counter,Tau FP inhib,aGlu spleen mod,HTT cytoprotect,aGal spleen mod,GAA glycogen mod,Tau fibril ThT
C[C@H](NC(=O)[C@@H](N)Cc1ccc(O)cc1)C(=O)NCC(=O)N(C)[C@@H](Cc1ccccc1)C(=O)NCCO,nt,-11%,-10%,-1%,-28%,-3%,nt,-2%
CCOc1ccc(-c2nc3ccc(-c4nc5ccc(N6CCN(C)CC6)cc5[nH]4)cc3[nH]2)cc1,nt,?,6%,-5%&20%,nt,?,nt,2.8µM*
COC(=O)C(O)(c1ccc(NC(=O)c2cccs2)c(C)c1)C(F)(F)F (centres undefined),nt,-14%,1%,2%,1%[10 µM],2%,1%,-6%
CCCCC/C=C\C/C=C\C/C=C\C/C=C\CCCC(=O)NCCCl,nt,6%,-17%,-11%,-21%,-8%,nt,?
S=c1[nH]nc(-c2cccs2)n1C1CCCCC1,nt,1%,1%,-3%,-4%[10 µM],-4%,?,5%
CN(C)CC1CSCCC1(O)c1ccc(Cl)cc1 (centres undefined),-2%,-5%,-4%,-1%,-1%[10 µM],0%,-4%,-2%
Clc1cccc(C2NCCc3[nH]cnc32)c1 (centres undefined),4%,-3%,-11%,-4%,12%,2%,10%,-4%
COc1ccc(Cl)cc1NC1=NCC(C)S1 (centres undefined),7%,-14%,-2%,-8%,-18%[0.074 µM],-3%,1%,-14%
O=C(O)[C@@H]1CCN1,nt,-18%,-6%,5%,nt,-5%,nt,-21%

# This is a subset; the hit share may differ from the screen's.
